Tb PGK inh – inhibitors of T. brucei phosphoglycerate kinase; PGK/GAPDH coupled, Kinase-Glo luminescence, 60 min; 380,000 compounds, 0.043% hits; P07378; AID 602233; Potency, µM (titrated, usually from 57.5 µM), inactives show top-dose activity change, negative = inhibition, hits mostly inhibitors; further: on the % scale 0 is the no-effect control and ±100 the full control effect; nearly all actives have a fitted effect of over 60% in size
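Recombinant glycosomal PGK reaction used 1,3-bisphosphoglycerate generated in-well by GAPDH (100nM final) in 100mM TEA pH 7.6, 5mM MgCl2, 0.01% Tween-20. After 60 minutes at room temperature, ATP was read by Kinase-Glo Plus luminescence end-point.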
JMJD2A Tudor inh – blocks the human JMJD2A Tudor domain; O75164; AlphaScreen JMJD2A-Tudor / H3K4me3 peptide binding; Potency, µM (doses to about 114 µM), for the others: at the highest dose activity change, negative = inhibition, actives largely listed as inhibitors; 390,000 compounds, 4.4% hits; further: on the % scale 0 is the no-effect control and ±100 the full control effect; nearly all actives have a fitted effect of over 50% in size
GLS inhibitor – glutaminase GLS (human) inhibition; O94925; GLS enzymatic activity, qHTS titration; Potency, µM (top dose mostly 45.5 µM), without a hit: top-dose activity change, negative = inhibition, actives largely listed as inhibitors; 410,000 compounds, 0.21% hits; AID 624170; further: on the % scale 0 is the no-effect control and ±100 the full control effect
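Coupled fluorescence readout: glutamate oxidase/HRP/Amplex Red detect glutamate formed by hKGA from L-glutamine (1 mM solution added). Buffer 45 mM KH2PO4 pH 8.2, 0.02% Tween-20; reads at t0 and 30 min RT.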
G9a block – blocks human histone lysine methyltransferase G9a. AID 504332. G9a H3K9 monomethylation, AlphaScreen, 2 h. 350,000 compounds, 8.8% hits. Q96KQ7. Potency, µM (doses to about 102 µM), without a hit: at the top dose activity, negative = inhibition, usual class: inhibitors; further: on the % scale 0 is the no-effect control and ±100 the full control effect; nearly all actives have a fitted effect of over 75% in size
Target sequence (Q96KQ7 913-1193 limits assumed): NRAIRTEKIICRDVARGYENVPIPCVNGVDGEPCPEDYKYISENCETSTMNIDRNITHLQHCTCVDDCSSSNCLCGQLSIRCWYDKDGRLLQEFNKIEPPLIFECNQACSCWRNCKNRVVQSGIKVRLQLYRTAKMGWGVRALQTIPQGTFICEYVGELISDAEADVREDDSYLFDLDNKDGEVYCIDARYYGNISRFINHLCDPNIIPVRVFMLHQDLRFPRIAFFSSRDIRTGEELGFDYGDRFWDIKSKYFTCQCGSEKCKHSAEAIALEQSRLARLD
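Readings reflect AlphaScreen signal from monomethyl-H3K9 antibody detection. HMT at 20 nM; substrate b-H3K9 500 nM; cofactor SAM 20 uM; 2 h RT reaction; compounds tested as titrations in qHTS with 15 min preincubation.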
BLM helicase inh – Bloom syndrome helicase (human) inhibition | recombinant BLM DNA unwinding, fluorescence dequenching | Potency, µM (titrated, usually from 56.1 µM), for the others: at the top dose activity change, negative = inhibition, most hits filed as inhibitors | P54132 | 350,000 compounds, 0.2% hits | AID 2528;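 further: plate controls were vehicle for no effect and no enzyme for full effect; nearly all actives have a fitted effect of over 35% in size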
Pol iota inh – blocks human DNA polymerase iota activity. Pol iota fluorescent replication assay, 10 min. 390,000 compounds, 1% hits. Q9UNA4. Potency, µM (titrated, usually from 115 µM), inactives show at the top dose activity, negative = inhibition, hits mostly inhibitors
Target sequence (Q9UNA4 whole entry, looked up): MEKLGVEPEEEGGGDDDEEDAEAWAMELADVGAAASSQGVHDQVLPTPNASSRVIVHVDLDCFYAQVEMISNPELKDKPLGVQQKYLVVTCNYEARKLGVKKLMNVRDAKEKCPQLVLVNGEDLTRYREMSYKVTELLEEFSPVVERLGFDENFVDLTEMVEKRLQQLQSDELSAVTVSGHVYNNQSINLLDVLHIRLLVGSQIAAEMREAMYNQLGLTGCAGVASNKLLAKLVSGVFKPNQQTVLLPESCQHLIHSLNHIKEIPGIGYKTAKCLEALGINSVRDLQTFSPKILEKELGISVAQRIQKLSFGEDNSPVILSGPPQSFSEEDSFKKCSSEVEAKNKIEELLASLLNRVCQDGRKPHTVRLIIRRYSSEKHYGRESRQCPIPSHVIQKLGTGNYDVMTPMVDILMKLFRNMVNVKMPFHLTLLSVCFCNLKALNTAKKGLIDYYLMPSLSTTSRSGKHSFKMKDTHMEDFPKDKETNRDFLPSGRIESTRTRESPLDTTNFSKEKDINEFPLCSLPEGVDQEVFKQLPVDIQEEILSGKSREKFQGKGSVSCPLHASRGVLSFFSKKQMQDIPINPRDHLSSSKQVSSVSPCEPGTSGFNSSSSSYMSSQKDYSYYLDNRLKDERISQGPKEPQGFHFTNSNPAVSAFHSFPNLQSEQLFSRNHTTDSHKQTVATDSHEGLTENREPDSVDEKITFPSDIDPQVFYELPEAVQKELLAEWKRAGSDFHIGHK
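Fluorescent replication assay read twice, at 0 min and 10 min after adding 50 nM (final) substrate. Enzyme (10 nM) and compounds were first incubated 15 min at room temperature; enzyme-free buffer wells were negative controls.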
BAZ2B block – blocks human BAZ2B. 360,000 compounds, 4.4% hits. Potency, µM (doses to about 114 µM), for inactives: top-dose activity change, negative = inhibition, most hits filed as inhibitors. AlphaScreen BAZ2B-H3K14Ac peptide displacement. Q9UIF8. AID 504333; further: on the % scale 0 is the no-effect control and ±100 the full control effect; nearly all actives have a fitted effect of over 60% in size
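Inhibition is scored as reduced AlphaScreen emission. The BAZ2B/b-H3(5-23)K14Ac complex (50 nM each) in PBS pH 7.4, 0.01% Tween-20 meets compound (up to 110 uM) for 30 min at RT before bead addition.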
Pin1 inh – blocks the human prolyl isomerase Pin1; Q13526; Pin1 FP peptide displacement, HiFluor488, 10 min; Potency, µM (series often up to 115 µM), for inactives: top-dose activity, negative = inhibition, usual class: inhibitors; 390,000 compounds, 0.009% hits; active means well fitted inhibition curve with a large enough effect in the polarisation, with a control signal flat, not every such curve was filed as active; inconclusive means small, poorly fitted or top-dose-only effect, or effect the other way, or a change in a side signal; inactive means no such curve, though single readings can be large or run the other way; the % refers to the polarisation; further: on the % scale 0 is the no-effect control and ±100 the full control effect
HP1b binding inh – HP1-beta chromodomain-methylated histone interaction inhibition; AlphaScreen HP1-beta / biotin-H3K9me3 peptide binding; Potency, µM (highest dose often 114 µM), for inactives: at the highest dose activity change, negative = inhibition, hits mostly inhibitors; 390,000 compounds, 0.56% hits; further: nearly all actives have a fitted effect of over 70% in size; inactives centre near 23
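AlphaScreen: HP1-beta (50 nM) preformed 30 min with biotin-H3(1-18)K9me3 peptide (50 nM) in PBS pH 7.4, 0.01% Tween-20. Compound added for 30 min at RT, then streptavidin donor/nickel chelate acceptor beads (10 ug/mL) for 30 min.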
The depositor's hits bear a star; i = inactive; ? = inconclusive; nt = no result given; & = joins results of further samples; [ ] = another dose, or the depositor's remark. Unless noted, the call rests on the fitted dose curve; in most records, active means well fitted curve in the direction sought with a large enough effect; inconclusive means small, poorly fitted or top-dose-only effect, or another doubt; inactive means no such curve, though single readings can be large; an effect the other way counts as inactive or inconclusive. Potency means the concentration at half of the fitted maximal effect. This is a subset; the hit share may differ from the screen's.

Tb PGK inh	JMJD2A Tudor inh	GLS inhibitor	G9a block	molecule	BLM helicase inh	Pol iota inh	BAZ2B block	Pin1 inh	HP1b binding inh
1%	-11%	3%	?	Cc1ccc(NC(=O)CN(C)Cc2cc(=O)n3ccsc3n2)cc1	-4%	-1%	3%	-11%	22%
0%	-19%	4%	-42%[59 µM]	COc1ccc(NC(=O)/C=C/c2ccccc2)c([N+](=O)[O-])c1	-6%	15%	-25%	7%	10%
-3%	-21%	21%	0%[59 µM]	Cc1cccc(NCc2nnc3n2CCCCC3)c1C	0%	20%	2%	-2%	17%[57 µM]
5%	?	2%	5%[59 µM]	CC(C)CCn1c(O)c(N=NC(=O)c2ccco2)c2ccccc21	-1%	4%	-32%	-5%	-16%
-4%	5%	1%	2%	COc1ccc(OCc2cn3c(C)cc(C)nc3n2)cc1	-15%	22%	4%	?	25%
11%	-18%	1%	-4%[59 µM]	CCOc1ccc(C(=O)Nc2ccc3nc(SCC(=O)N4CCc5ccccc54)sc3c2)cc1	-17%	18%	-12%	-1%	21%
11%	-13%	-4%	-3%	COc1cc(SC)ccc1C(=O)N1CC(C)OC(C)C1 (stereo unspecified)	-2%	17%	-5%	-9%	-19%
-5%	3%	-2%	2%	CCN(CC)N=Nc1ccc(S(=O)(=O)Nc2c(C)n(C)n(-c3ccccc3)c2=O)cc1	-2%	10%	-15%	-2%	35%
i	-9%	-6%	nt	Cc1ccc(S(=O)(=O)N2CCC(C(=O)NCCCN3CCCC3=O)CC2)cc1	nt	107%[activator]	nt	0%	24%
-19%	?	3%	-27%[59 µM]	CCOC(=O)c1c(C)[nH]c(C)c1S(=O)(=O)NCC(=O)N1CCN(c2cccc(C)c2)C(C)C1 (stereo unspecified)	-1%	1%	-16%	-5%	-16%
-21%	-1%	-1%	17%[12.7 µM]	COCCN(Cc1cc2cc(C)ccc2nc1Cl)C(=O)Nc1ccccc1OC	-8%	18%	-6%	2%	44%[activator]
-10%	-26%	-11%	?	Cc1nn(-c2ccccc2)c(C)c1/C=C1\C(=O)N(C)C(=S)N1C	-4%	-13%	?	-5%	17%
i	-21%	-5%	5%	CCN1CC(CNCc2cn(-c3ccc(OC)cc3)nc2-c2ccccc2Cl)CC1=O (stereo unspecified)	0%	68%[activator]	4%	-1%	6%
0%	9%	1%	5%	C=CCNC(=O)C(=O)NCC1CCCN1CC (stereo unspecified)	-4%	28%	-1%	0%	43%[activator]
4%	65%[activator]	5%	251%[activator]	N/C(=N\OC(=O)Cc1cccs1)c1ccc(Cl)cc1	-9%	13%	181%[activator]	3%	122%[activator]
-8%	13µM*	16%	nt	S=C(NN=C(c1ccccc1)c1ccccn1)N(Cc1ccccn1)Cc1ccccn1	nt	9%	nt	2%	?
4%	?	25%	-41%	N#Cc1c(-c2ccccc2)c(-c2ccccc2)nn(CC(=O)NNC(=O)Nc2ccccc2)c1=O	-12%	0%	?	-4%	-4%
i	-11%	2%	5%	CC1CCCCC1NC(=O)CCNC(=O)N1CC(=O)Nc2ccccc21 (stereo unspecified)	0%	21%	1%	-8%	35%
-11%	?	6%	-26%	Cc1cc(NCCCn2ccnc2)n2ncc(-c3ccccc3)c2n1	2%	25%	?	1%	5%
-8%	-18%	1%	?	Cc1ccc(CN(Cc2ccccn2)C(=O)Nc2c(F)cccc2F)cc1	-2%	-8%	-1%	-1%	34%
-6%	-16%	0%	8%[2.33 µM]	CC(C)Oc1ccc(S(=O)(=O)N2CCOCC2)cc1NC(=O)C1CCCCC1	nt	10%	0%	-3%	29%
-3%	-15%	16%	nt	Cc1noc(C)c1NC(=O)Nc1cccc2c1O[C@@H](CN(C)C(=O)Nc1ccc3c(c1)OCO3)[C@@H](C)CN([C@H](C)CO)C2=O	nt	?	nt	0%	39%
i	-24%	10%	nt	CN(C)CCCNC(=O)CC1C[C@H](C(=O)N2CCOCC2)[C@@]2(CCC3CCCC3)c3[nH]c4ccccc4c3CCN2C1=O (stereo partly specified)	nt	19%	nt	-5%	5%
-5%	-11%	-18%	0%	CC1(C)Cc2c(C#N)c(NCCN3CCOCC3)nc(-c3ccccc3)c2CO1	2%	9%	3%	0%	-5%
8%	-9%	20%	nt	CC1CCCC(NC(=O)COC(=O)c2ccc(Br)o2)C1C (stereo unspecified)	nt	-11%	nt	6%	34%
i	0%	-1%	11%[2.33 µM]	CNC(=O)c1ccc(Oc2ccc(C(=O)NC)cc2)cc1	1%	-6%	0%	-5%	25%
-4%	0%	1%	4%[59 µM]	COc1ccc(CCNC(=O)C(=O)NCC(c2cccs2)S(=O)(=O)c2cccs2)cc1 (stereo unspecified)	0%	-9%	4%	1%	43%[activator]
nt	-18%	nt	nt	O=c1[nH]c(SCc2ccccc2)ncc1S(=O)(=O)c1ccccc1	nt	15%	nt	13%	25%
-2%	-7%	-9%	4%	O=C(Nc1nnc(COc2ccccc2)s1)Nc1ccccc1F	0%	-8%	7%	2%	27%
14%	-15%	7%	-6%	CCOC(=O)CCCNC(=O)CSc1nnc(-c2ccccc2)c(-c2ccccc2)n1	-3%	61%[activator]	-3%	11%	25%
2%	-7%	-7%	?	CCn1c(C)nc2cc(S(=O)(=O)C(F)(F)C(F)C(F)(F)F)ccc21 (stereo unspecified)	-2%	27%	?	-8%	40%[activator]
0%	-10%	-8%	-5%[0.501 µM]	CN(C)C(=O)c1ccc(NC(=O)c2cccc(S(=O)(=O)N3CCCc4ccccc43)c2)cc1	nt	19%	-19%	3%	13%
3%	-31%	-15%	-46%	CS(=O)(=O)c1ccc(C(=O)OCc2nnc(-c3ccccc3)o2)cc1[N+](=O)[O-]	-5%	?	-21%	7%	11%
-3%	5%	2%	-4%[59 µM]	CN1CCN(CCNC(=O)c2cnn(-c3ccc(F)cc3)c2C2CCN(C(=O)OC(C)(C)C)CC2)CC1	3%	18%	6%[57.1 µM]	-5%	27%
-7%	-19%	0%	nt	COc1ccc2[nH]c3c(c2c1)CCN1C(=O)C(CC(=O)NCCC2=CCCCC2)C[C@H](C(=O)N2CCOCC2)[C@@]31CCC1CCCC1 (stereo partly specified)	nt	-10%	nt	0%	36%
-11%	-10%	2%	20%	Cc1ccc(NC(=O)CN2C(=O)C(C)Oc3ccccc32)nc1 (stereo unspecified)	0%	-20%	8%	-6%	45%[activator]
1%	-4%	21%	-1%	Cc1c(NC(=O)CN2CCN(c3cccc(Cl)c3)CC2)c(=O)n(-c2ccccc2)n1C	-2%	?	-1%	-11%	27%
i	3.5µM*	-2%	1.6µM*	S=c1[nH]nc(-c2ccco2)n1/N=C/c1ccccc1	-2%	44%[activator]	-35%	-13%	?
-3%	3%	-3%	-6%	COc1ccc(NC(=O)CN(C)C(=O)c2ccc(NS(=O)(=O)c3ccc(F)cc3)cc2)cc1	nt	21%	6%	6%	26%
2%	-8%[57.1 µM]	-1%	-4%[59 µM]	COc1cccc(NC(=O)CCCOc2cc(=O)n(C)c3ccccc23)c1	-4%	31%[activator]	-9%	4%	53%[activator]
-2%&-8%	-17%&-2%	-1%&0%	-11%	Cc1cccc(CCNC(=O)c2cc(S(=O)(=O)N3CCCCC3)c[nH]2)c1	-2%&2%	13%&-14%	-25%&-24%	-2%&-6%	26%&33%
-4%	-2%	-11%	-7%	Cc1ccc(NC(=O)CC2CCCC2)c(Br)c1	-4%	17%	-2%	2%	17%
2%	-6%	-4%	48%[59 µM]	Cc1cc(C)cc(N2C(=O)C3CC=CCC3C2=O)c1 (stereo unspecified)	3%	12%	18%	-1%	53%[activator]
i	-1%	16%	nt	C[C@@H](C(=O)Nc1cc(C(F)(F)F)ccc1N1CCOCC1)N1C(=O)C2CC=CCC2C1=O (stereo partly specified)	nt	16%	nt	-1%	26%
nt	-22%	1%	23%	Nc1cc(=O)[nH]c(SCc2ccc(Cl)cc2Cl)n1	-3%	-6%	-11%	34%[activator]	54%[activator]
4%	2%	-3%	13%	COc1ccccc1N(CC(=O)NCC1CCCO1)C(=O)CCC(=O)Nc1cc(C)on1 (stereo unspecified)	-4%	141%[activator]	-5%	-3%	33%
-3%	-20%	1%	18%	CCOC(=O)C1=C(c2ccccc2)NC(=O)NC1c1ccc(OC)cc1OC (stereo unspecified)	-3%	11%	-4%	1%	?
5%	-5%[11.4 µM]	0%	-5%	CCOC(=O)C1CC(c2ccccc2)=NNC1=O (stereo unspecified)	-1%	86%[activator]	2%	-6%	49%[activator]

3 successive compounds out of the list so far, for reference:
Tb PGK inh	JMJD2A Tudor inh	GLS inhibitor	G9a block	molecule	BLM helicase inh	Pol iota inh	BAZ2B block	Pin1 inh	HP1b binding inh
4%	2%	-3%	13%	COc1ccccc1N(CC(=O)NCC1CCCO1)C(=O)CCC(=O)Nc1cc(C)on1 (stereo unspecified)	-4%	141%[activator]	-5%	-3%	33%
-3%	-20%	1%	18%	CCOC(=O)C1=C(c2ccccc2)NC(=O)NC1c1ccc(OC)cc1OC (stereo unspecified)	-3%	11%	-4%	1%	?
5%	-5%[11.4 µM]	0%	-5%	CCOC(=O)C1CC(c2ccccc2)=NNC1=O (stereo unspecified)	-1%	86%[activator]	2%	-6%	49%[activator]

From PubChem
